# Compound activity (PubChem)
# LDHA block: inhibitors of human lactate dehydrogenase A | P00338 | purified LDHA, NADH/diaphorase-resazurin fluorescence; stronger effect = lower value | activity change, % (values are at about 110 or 230 µM) | 480,000 tested, 0.15% active | AID 1347041; in the data active means activity change below about -30%; inconclusive means mostly about -25% to -30%;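 further: plate controls were DMSO wells for no effect and wells without enzyme for full effect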
#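 Human LDH5 at 2 nM final in Tris HCl pH 7.4 with 0.06 mM NADH and 0.2 mM pyruvate, reacted 5 minutes at room temperature. Remaining NADH coupled via diaphorase/resazurin; resorufin fluorescence read at 0 and 20 minutes, normalized to enzyme-free and DMSO wells.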
# GRP78 ERSR act: inducers of ER stress response in human glioma cells. AID 602332. U87-MG GRP78 promoter luciferase reporter, 16 h. 420,000 tested, 0.02% active. Potency, µM, for the others: at the highest dose activation, hits mostly activators; further: potency means the concentration at half of the fitted maximal effect; series mostly up to about 76 µM; % of control where 0% means no effect; nearly all actives have a fitted effect of over 35% in size
#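 Stably transfected U87-MG human glioma cells carrying a GRP78-based luminescent sensor were seeded at 1000 cells/well, pin-dosed with compounds and incubated 16 h. Luciferase reagent was then added, and end-point luminescence was read after 10 min at room temperature.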
# TrxR1 substrate: rat thioredoxin reductase 1 substrate activity; Potency, µM (titrated, usually from 114 µM), for the others: at the highest dose activity change, negative = substrate turnover; 390,000 tested, 0.01% active; purified TrxR1 substrate turnover, NADPH consumption readout; AID 588456; further: potency means the concentration at half of the fitted maximal effect; on the % scale 0 is the no-effect control and ±100 the full control effect; nearly all actives have a fitted effect of over 50% in size
#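 Rat TrxR1, dispensed at 90 nM, was prereduced with 400 uM NADPH (final) for 5 min at ~22 deg C, then incubated with compound 15 min before 400 uM selenite. A first-read NADPH fluorescence drop versus no-compound background flagged substrates.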
# PI4K2A inh: inhibitors of human PI4K2A; Q9BTU6; purified PI4K2A, ADP-Glo luminescence, 1 h; stronger effect = lower value; activity change, negative = inhibition, % at 76.9 µM; 420,000 tested, 0.13% active; AID 1346378; in the data active means activity change below about -50%; inconclusive means mostly about -30% to -49%;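 further: -100% = wells without enzyme as full effect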
#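 Compounds are screened against recombinant PI4K2A using PI as substrate and ATP, the latter dispensed at 300 microM. Reactions run one hour at ambient temperature before ADP-Glo detection; full inhibition defined by wells lacking enzyme.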
# Vif-APOBEC3G blk: blocks the Vif interaction with human APOBEC3G; HeLa A3G-eYFP + Vif (tagged APOBEC3G with the HIV-1 protein that degrades it), YFP fluorescence, overnight; 410,000 tested, 0.076% active; Potency, µM (series often up to 46.1 µM), inactives show at the highest dose activity, negative = active, most hits filed as inhibitors; AID 602310; Q9HC16;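 further: potency means the concentration at half of the fitted maximal effect; on the % scale 0 is the no-effect control and ±100 the full control effect; nearly all actives have a fitted effect of over 60% in size; hits raise eYFP signal because A3G escapes Vif-driven loss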
#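 HeLa cells stably expressing Vif and C-terminally eYFP-tagged A3G, seeded overnight at 37 deg C, then exposed to compound by pintool overnight at 37 deg C. Rise in yellow fluorescence (Ex 488/Em 500-530, Acumen) marks blocked Vif-driven A3G degradation.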
# USP1-UAF1 inh: blocks the human USP1/UAF1 deubiquitinase complex; O94782; Potency, µM (doses to about 57.1 µM), for the others: at the highest dose activity change, negative = inhibition, most hits filed as inhibitors; 390,000 tested, 0.23% active; recombinant USP1/UAF1, Ub-Rhodamine cleavage fluorescence; further: potency means the concentration at half of the fitted maximal effect; on the % scale 0 is the no-effect control and ±100 the full control effect; nearly all actives have a fitted effect of over 60% in size; inactives centre near -12
#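 USP1/UAF1 complex at 1 nM was preincubated with compound for 15 min at room temperature, then Ub-Rho substrate (150nM final) was added. Fluorescence (480/540 nm) was read kinetically, 6 reads every 60 seconds.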
# Vif-A3F inh: blocks the Vif interaction with APOBEC3F; HeLa A3F-eYFP + Vif (tagged APOBEC3F with the HIV-1 protein that degrades it), YFP fluorescence increase; Potency, µM (highest dose often 46.1 µM), inactives show at the highest dose activity, negative = active; 390,000 tested, 0.2% active; further: potency means the concentration at half of the fitted maximal effect; % of control where 0% means no effect; nearly all actives have a fitted effect of over 65% in size
#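 HeLa cells stably expressing Vif plus C-terminally eYFP-tagged A3F were seeded, incubated overnight at 37 deg C, dosed with compound, incubated overnight again at 37 deg C. Yellow fluorescence (Ex 488/Em 500-530) reported blocked Vif-mediated A3F-eYFP degradation.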
# mIDH1 inhibitor: blocks human mutant IDH1 R132H enzyme | IDH1-R132H enzyme, NADPH consumption, diaphorase/resazurin fluorescence | AID 602179 | Potency, µM (highest dose often 76.6 µM), for inactives: top-dose activity change, negative = inhibition, actives largely listed as inhibitors | 390,000 tested, 0.093% active | O75874; further: potency means the concentration at half of the fitted maximal effect; on the % scale 0 is the no-effect control and ±100 the full control effect; nearly all actives have a fitted effect of over 65% in size
#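 IDH1-R132H (0.5 ug/mL dispensed) in pH 7.5 Tris buffer was preincubated 30 min with compound, then given a substrate mix of 0.016 mM NADPH and 2 mM alpha-KG for 80 min at room temperature; remaining NADPH was read by diaphorase/resazurin fluorescence.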
# RXFP1 agonist: agonists of human relaxin receptor RXFP1; HEK293T-RXFP1 cAMP TR-FRET, 30 min; response scale: percent of porcine relaxin response, buffer zero; Potency, µM (highest dose often 57.5 µM), without a hit: at the highest dose activation, most hits filed as activators; 370,000 tested, 0.3% active; AID 2676; further: potency means the concentration at half of the fitted maximal effect; on the % scale 0 is the no-effect control and ±100 the full control effect; nearly all actives have a fitted effect of over 60% in size; many of its hits are not listed in these tables
# Target sequence (Q9HBX9 whole entry, looked up): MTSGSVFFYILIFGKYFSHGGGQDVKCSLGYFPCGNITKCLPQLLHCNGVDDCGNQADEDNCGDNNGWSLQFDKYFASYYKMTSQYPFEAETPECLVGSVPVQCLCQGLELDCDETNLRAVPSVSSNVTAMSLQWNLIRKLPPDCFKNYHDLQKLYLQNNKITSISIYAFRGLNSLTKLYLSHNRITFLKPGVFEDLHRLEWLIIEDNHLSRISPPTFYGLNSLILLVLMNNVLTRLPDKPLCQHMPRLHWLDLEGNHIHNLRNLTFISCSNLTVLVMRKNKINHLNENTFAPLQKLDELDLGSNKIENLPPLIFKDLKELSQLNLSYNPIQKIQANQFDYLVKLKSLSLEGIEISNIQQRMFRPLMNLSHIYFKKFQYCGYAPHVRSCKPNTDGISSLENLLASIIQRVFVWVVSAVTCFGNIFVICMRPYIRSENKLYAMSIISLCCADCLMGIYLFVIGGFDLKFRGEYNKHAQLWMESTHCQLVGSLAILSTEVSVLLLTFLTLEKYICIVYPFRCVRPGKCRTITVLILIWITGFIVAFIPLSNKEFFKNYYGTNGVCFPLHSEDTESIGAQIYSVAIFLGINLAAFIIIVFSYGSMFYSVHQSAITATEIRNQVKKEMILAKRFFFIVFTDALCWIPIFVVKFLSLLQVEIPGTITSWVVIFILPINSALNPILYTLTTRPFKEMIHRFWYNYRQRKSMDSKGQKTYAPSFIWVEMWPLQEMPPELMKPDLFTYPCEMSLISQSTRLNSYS
#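 cAMP rise read by TR-FRET after 30 min, 37C compound exposure (up to 58 uM) in RXFP1-transfected HEK293 cells with Ro 20174 present. EC50 from Hill-equation fits, with 29 nM porcine relaxin as 100% and buffer as basal.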
# * marks the source's active call; other numbers are inactive results; u = inconclusive; x = not tested or not shown; & = joins results of further samples; [ ] = remark or other dose. Unless noted, the call rests on the fitted dose curve; in most records, active means well fitted curve in the direction sought with a large enough effect; inconclusive means small, poorly fitted or top-dose-only effect, or another doubt; inactive means no such curve, though single readings can be large; an effect the other way counts as inactive or inconclusive. An excerpt; the hit share may differ from the screen's.
Structure	LDHA block	GRP78 ERSR act	TrxR1 substrate	PI4K2A inh	Vif-APOBEC3G blk	USP1-UAF1 inh	Vif-A3F inh	mIDH1 inhibitor	RXFP1 agonist
Brc1ccc(CNCC2CCCO2)cc1 (configuration not stated)	-2	-2%	-1%	2	0%	-19%	-24%	5%	0.9%
CCC(=O)c1ccc(NC(C)=O)cc1O	-1	0%	-21%	2	4%	-16%	-2%	-13%	1.6%
CCC1(C)Cc2c(sc3nc(SCC(=O)O)[nH]c(=O)c23)CO1 (configuration not stated)	-3	-2%	4%	0	-1%	1%	-7%	5%	2.6%
O=C(C[n+]1ccc(/C=N/O)cc1)NC1CCCCC1	-14	-2%	18%[57.1 µM]	-3	0%	-16%	-3%	8%	-1.4%
O=C(CSc1ccsc1[N+](=O)[O-])NC1CCCC1	-7	-1%	-1%	-6	-5%	-8%	-1%	23%	-1.2%
Cc1c(O)ccc(C(=O)CN2CCN(c3ccccc3F)CC2)c1O	-1	3%	-1%	2	3%	-18%	5%	-9%	0.3%
O=C(CCNS(=O)(=O)c1cccs1)N1CCN(c2cccc(C(F)(F)F)c2)CC1	-6	-1%	-7%	-5	-1%	-7%	11%	9%	8.1%
O=C(O)[C@H](CSCc1ccccc1)NS(=O)(=O)c1ccc(F)cc1	-6	1%	5%[57.1 µM]	-2	0%	-12%	0%	2%	0.5%
O=C1CC(c2ccccc2)CC(O)=C1C=NC1CCCCCC1 (configuration not stated)	-4	3%	-6%[57.1 µM]	-1	-15%	5%	-8%	0%	1.2%
C=CCNC(=S)/N=c1/ccccn1CC	-3	-4%	-2%[57.1 µM]	2	-3%	-17%	-10%	3%	-3.2%
CCOC(=O)/C(=C\c1ccc(OC)c(OC)c1)C(=O)c1cccnc1	-10	-2%	-7%	-5	-7%	-10%	-15%	0%	0.4%
COc1cccc(NC(=O)C2CCCN2C(=O)Nc2cccc(F)c2)c1 (configuration not stated)	-6	-6%	-3%	-9	0%	0%	x	-1%	-0.9%
c1csc(Cc2nc3ccccc3[nH]2)c1	6	2%	6%[57.1 µM]	3	-1%	1%	2%	8%	-0.1%
Cc1cc(C)cc(CC(Cc2nc3ccccc3[nH]2)c2nc3ccccc3[nH]2)c1 (configuration not stated)	-4	-6%	0%	2	0%	-21%	-2%	0%	2.9%
O=C(COc1ccc(-c2ccccc2)cc1)N/N=C/c1cc(O)ccc1Br	-2	1%	-10%	-1	-13%	-9%	-4%	-1%	4.7%
CCOc1ncccc1C(=O)Nc1cccc(-n2cnnn2)c1C	-11	-4%	8%	0	-11%	-8%	-4%	-12%	x
Cc1sc2nc(SCC(=O)Nc3ccc(Cl)c(C(=O)O)c3)[nH]c(=O)c2c1C	-5	-13%	3%	5	-1%	-11%	-1%	-1%	x
CN(C)/C=N/c1cnc(C(=O)c2ccc(Cl)cc2)n1C	-5	-6%	-9%	5	0%	-2%	-5%	2%	-0.5%
O=C(COc1ccccc1-c1ccccc1)N/N=C/c1cccnc1	0	-5%	-1%	6	u	-23%	1%	3%	-0.5%
COc1ccc(S(=O)(=O)N2CCN(c3ccc4nnc(-c5ccccc5)n4n3)CC2)cc1	-2	-1%	8%	-10	-6%	u	1%	-5%	-2.1%
O=C(COc1ccccc1Cl)NC(=S)Nc1ccc(CN2CCOCC2)cc1	-9	-5%	-2%	3	u	-9%	-1%	-4%	5.8%
CCc1ccc(CNC(=O)c2ccc(-n3c(C)cc4c3CCC(C)C4)cc2)cc1 (configuration not stated)	2	-2%	1%	2	-29%	-30%	-5%	-11%	0.3%
CCCC(=O)N1CCC1(C)C(=O)NS(=O)(=O)c1ccc(Cl)cc1 (configuration not stated)	-4	-1%	x	0	0%	x	x	x	x
N=C1C(c2ccccc2)=C(O)CN1c1cccc(S(=O)(=O)NCc2ccco2)c1	-3	-1%	1%	0	0%	-24%	-19%	-3%	0.4%

# Quoted from the listing.
# In PI4K2A inh, c1csc(Cc2nc3ccccc3[nH]2)c1 has 3
# In PI4K2A inh, Brc1ccc(CNCC2CCCO2)cc1 (configuration not stated) has 2

# Returning to the listing, repeating the 2 entries before the break.
Structure	LDHA block	GRP78 ERSR act	TrxR1 substrate	PI4K2A inh	Vif-APOBEC3G blk	USP1-UAF1 inh	Vif-A3F inh	mIDH1 inhibitor	RXFP1 agonist
CCCC(=O)N1CCC1(C)C(=O)NS(=O)(=O)c1ccc(Cl)cc1 (configuration not stated)	-4	-1%	x	0	0%	x	x	x	x
N=C1C(c2ccccc2)=C(O)CN1c1cccc(S(=O)(=O)NCc2ccco2)c1	-3	-1%	1%	0	0%	-24%	-19%	-3%	0.4%
CCCN(CCC)C(=O)Cn1c(=O)n(Cc2ccc(C(=O)NCCc3ccc(OC)c(OC)c3)cc2)c(=O)c2ccccc21	-3	1%	3%	-12	5%	-9%	-22%	21%	5.0%
CN(CC(=O)Nc1ccc([N+](=O)[O-])cc1Br)Cc1c(F)cccc1Cl	-1	2%	-4%	1	-1%	-24%	-1%	0%	-1.6%
Cc1cccn2c(=O)cc(COc3cccc(NC(=O)COc4ccccc4)c3)nc12	7&-1	-3%	8%[57.1 µM]	3	0%	-11%	-5%	5%	24%
CCN(CC)c1c(-c2ccccc2)c2cc(C)ccc2[nH]c1=O	-5	-2%	5%	-3	-7%	-5%	-15%	6%	3.8%
CCNc1nc(NCC)nc(N(C)/N=C/c2ccco2)n1	-1	3%	-3%	0	0%	-15%	u	5%	-19%
CC(=O)Nc1ccc(NC(=O)C(C)OC(=O)CC2CCCCC2)cc1 (configuration not stated)	-4	-2%	-11%	5	4%	-17%	-1%	0%	0.2%
CCC1(c2ccc(F)cc2)NC(=O)N(CC(=O)N2CCN(C(=O)c3cccs3)CC2)C1=O (configuration not stated)	-7	-5%	-6%	-4	3%	-11%	-9%	-2%	-0.3%
Cc1ccc(C)c(NC(=O)CSc2c3c(nc4ccc(Cl)cc24)CCCC3)c1	-8	-3%	-9%	-1	u	-12%	u	-9%	24%
CNC(=O)C1C2C=CC3(O2)C1C(=O)N(CCOC)C3C(=O)NCc1ccc(OC)cc1 (configuration not stated)	0	2%	-4%	-7	-1%	-15%	1%	3%	0.1%
Cc1ccc(CS(=O)(=O)CCC(=O)NCCC(C)C)cc1	1	0%	-3%	2	-1%	-3%	0%	3%	1.6%
CCc1cc2c(SCC(=O)NC3CCS(=O)(=O)C3)ncnc2s1 (configuration not stated)	1	-3%	8%	-2	2%	-13%	-1%	3%	11%
Cn1c(=O)c2cnc(-c3ccc(C(F)(F)F)cc3)nc2n(C)c1=O	1	-3%	6%	-6	-1%	-8%	1%	-3%	0.5%
Cc1c(C(=O)NCc2ccc(Cl)c(Cl)c2)sc(=O)n1Cc1cccc(F)c1	3	15%	x	2	2%	x	x	x	x
Cc1ccc(CN2CCCC(C(=O)N3CCCC3)C2)cc1 (configuration not stated)	-18	-8%	10%[57.1 µM]	0	-2%	-17%	-3%	0%	1.9%
Cc1cc(C(=O)Nc2sc3c(c2C#N)CCC(C)C3)no1 (configuration not stated)	-3	6%	18%	-4	-26%	-15%	-22%	1%	1.4%
CC1CCCC(C)N1S(=O)(=O)c1ccc(S(=O)(=O)N2CCOCC2)cc1 (configuration not stated)	-2	-5%	5%	3	7%	-19%	1%	-3%	-0.6%
O=C1CN(C(=O)c2ccc(S(=O)(=O)N3CCCC3)cc2)C(c2ccccc2)c2cc(F)ccc2N1 (configuration not stated)	0	-3%	-4%	2	-7%	-17%	-3%	11%	4.8%
Cn1c(/C=C/N(Cc2ccccc2)c2ccccc2)c([N+](=O)[O-])c(=O)n(C)c1=O	-7	-2%	-6%	0	3%	-24%	-2%	-6%	1.9%
O=C(CN1CCCc2ccccc21)N/N=C/c1ccccc1O	-8	-4%	-7%	0	u	-10%	-18%	3%	1.1%
O=c1cc(-c2ccc(O)c(-c3c(O)cc(O)c4c(=O)cc(-c5ccc(O)cc5)oc34)c2)oc2cc(O)cc(O)c12	-17	11%	-8%	-3	0%	15%	2%	-12%	1.9%
O=C(O)CCCc1nc2ccccc2s1	-12	-10%	-2%	0	2%	-14%	-11%	9%	0.0%
C/C(=N\OC(=O)NC(C)C)c1sc(-c2ccccc2)nc1C	1	12%	-7%	-2	-7%	-20%	-8%	1%	2.3%
Fc1ccc(-c2nnc(CSc3nnc(-c4ccc5c(c4)OCO5)o3)o2)cc1	-7	-5%	7%[57.1 µM]	5	-8%	-10%	-6%	-5%	-0.9%
COc1cc2ccccc2cc1C(=O)Nc1ccc(C)cn1	-1	2%	8%	1	-2%	-17%	-8%	-3%	u
Cc1c(N2C(=O)SC(CC(=O)O)C2=O)c(=O)n(-c2ccccc2)n1C (configuration not stated)	-5	-4%	-2%	4	0%	3%	0%	-5%	-0.2%
CC(C)C(NC(=O)CCN1C(=O)c2ccccc2C1=O)c1ccccc1 (configuration not stated)	-4	-2%	6%[57.1 µM]	-1	-1%	5%	-7%	6%	0.9%
